From PubChem BioAssay
GALK inhibitor = galactokinase (human) inhibition; P51570; Purified GALK, Kinase-Glo residual ATP luminescence; Potency, µM (highest dose often 57.5 µM), for the others: top-dose activity change, negative = inhibition, most hits filed as inhibitors; 270,000 compounds, 0.007% hits; AID 1868; further: potency means the concentration at half of the fitted maximal effect; on the % scale 0 is the no-effect control and ±100 the full control effect
Target sequence (P51570 whole entry, looked up): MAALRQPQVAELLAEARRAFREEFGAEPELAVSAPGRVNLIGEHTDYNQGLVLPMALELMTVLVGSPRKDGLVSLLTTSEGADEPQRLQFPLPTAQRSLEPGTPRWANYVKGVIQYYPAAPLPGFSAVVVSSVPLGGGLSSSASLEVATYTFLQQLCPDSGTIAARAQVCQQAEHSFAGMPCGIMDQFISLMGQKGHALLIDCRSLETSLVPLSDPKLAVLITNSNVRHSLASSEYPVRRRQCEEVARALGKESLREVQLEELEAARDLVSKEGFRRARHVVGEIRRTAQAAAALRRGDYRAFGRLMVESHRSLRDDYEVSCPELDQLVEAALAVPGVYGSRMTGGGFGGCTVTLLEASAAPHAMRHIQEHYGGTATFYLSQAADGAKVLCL
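5 nM enzyme, 35 uM ATP, 100 uM galactose, 20 mM HEPES pH8.0, 5 mM MgCl2; 1 h RT; residual ATP by Kinase-Glo Plus luminescence, qHTS format.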
PKM2 activator = increases activity of human pyruvate kinase M2 | 260,000 compounds, 0.34% hits | purified PKM2, Kinase-Glo ATP luminescence, activation; response scale: 0% is enzyme alone, no compound | Potency, µM (top dose mostly 57.5 µM), inactives show at the highest dose activation, actives largely listed as activators | P14618; further: potency means the concentration at half of the fitted maximal effect; on the % scale 0 is the no-effect control and ±100 the full control effect; nearly all actives have a fitted effect of over 55% in size
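hPK-M2, >95% pure; 0.1 mM ADP / 0.5 mM PEP final; imidazole pH7.2 buffer w/ 7 mM MgCl2, 50 mM KCl; 1 h RT; Kinase-Glo lum. Intermediate enzyme activity for dual inhibitor/activator qHTS.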
Coupling enz = coupling enzyme interference in Giardia aldolase counter-screen. activity change, negative = inhibition, % at 58.2 µM, hits read low. coupling enzyme system counterscreen, AmpLite Red fluorescence. 290,000 compounds, 0.67% hits. AID 2472; in the data active means activity change below about -30%; further: on the % scale 0 is the no-effect control and ±100 the full control effect
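Counterscreen lacking aldolase: glyceraldehyde-3-phosphate coupling-enzyme reagent preincubated 10 min at RT with compound (at 57.5 uM final), then substrate/coupling system with AmpLite Red added; fluorescence read at 525/598 nm after 20 min RT.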
Giardia killer = Giardia lamblia killing | Giardia lamblia trophozoite viability | 340,000 compounds, 0.15% hits | activity change, % at 7.66 µM, hits read low | AID 540267; in the data active means activity change below about -80%; inconclusive means between about -30% and that limit;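 further: parasites exposed to compound for two days anaerobically before the ATP read; on the % scale 0 is the no-effect control and ±100 the full control effect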
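Giardia lamblia trophozoites (100 cells/well) were incubated with compounds for 48 h at 37 deg C under anaerobic conditions. Viability was read as ATP content by one-step luminescence after 15-30 min at room temperature.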
KCNH2 3.1 inh = blocks the human KCNH2 3.1 channel isoform; U2OS KCNH2 3.1, thallium flux FluxOr; active compounds read low; 340,000 compounds, 0.95% hits; activity change, % (tested at about 1.8 µM);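 active means maximum activity change below -70%; inconclusive means maximum activity change from -70% to -50%; inactive means maximum activity change above -50%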;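 further: thallium influx rate constant from kinetic fluorescence after stimulation buffer; on the % scale 0 is the no-effect control and ±100 the full control effect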
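Thallium flux read-out: FluxOr dye with Red40 quencher in HBSS/HEPES, 45 min at RT. Rate constants from kinetic reads were normalized to positive and negative DMSO controls. Cells: U2OS virally expressing the 3.1 isoform.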
CXXC DNA block = MLL CXXC-DNA interaction inhibition; Q03164; MLL-CXXC / FITC-HOXA9 DNA fluorescence polarization; Potency, µM (highest dose often 115 µM), inactives show top-dose activity change, negative = inhibition, actives largely listed as inhibitors; 290,000 compounds, 0.037% hits; AID 2662; active means well fitted inhibition curve with a large enough effect in the polarisation, with a control signal flat, not every such curve was filed as active; inconclusive means small, poorly fitted or top-dose-only effect, or effect the other way, or a change in a side signal; inactive means no such curve, though single readings can be large or run the other way; the % refers to the polarisation; further: potency means the concentration at half of the fitted maximal effect
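Fluorescence polarization: 7 uM MLL-CXXC (stock) preincubated 5 min with compounds, then 50 nM fluorescein-HOX-A9 DNA (stock) added; 30 min ambient. Buffer 50 mM Tris-HCl pH 7.5, 50 mM NaCl, 1 mM DTT, 0.05% BSA.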
TRPV1 ag = human TRPV1 agonism; Q8NER1; TRPV1-expressing cells, Fluo-8 calcium influx, agonist mode; activation, % at 8.33 µM; 320,000 compounds, 0.19% hits; in the data active means activation above about 80%; inconclusive means between about 30% and that limit; further: 0% is about no effect
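Cells expressing TRPV1 were dye-loaded with Fluo-8 and read kinetically: 10 s baseline, 3 min after compound (agonist portion), then 2 min after EC20 capsaicin (allosteric enhancer portion). Calcium-bound dye fluorescence at 480/520 nm.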
Menin-MLL TR inh = inhibitors of human menin-MLL interaction, mutant MLL peptide; O00255; Menin + Texas Red MLL mutant peptide, fluorescence polarization; Potency, µM (titrated, usually from 61.6 µM), without a hit: top-dose FP activity change, negative = inhibition, usual class: inhibitors; 270,000 compounds, 0.23% hits; AID 1768; active means well fitted inhibition curve with a large enough effect in the polarisation, with a control signal flat, not every such curve was filed as active; inconclusive means small, poorly fitted or top-dose-only effect, or effect the other way, or a change in a side signal; inactive means no such curve, though single readings can be large or run the other way; the % refers to the polarisation; further: potency means the concentration at half of the fitted maximal effect; % of control where 0% means no effect; many of its hits are not listed in these tables
KCNH2 WT inh = blocks the wildtype human KCNH2 potassium channel; Q12809; activity change, % at 1.84 µM; U2OS, BacMam KCNH2, thallium flux FluxOr; active compounds read low; 340,000 compounds, 0.37% hits; AID 720551;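 active means maximum activity change below -70%; inconclusive means maximum activity change between -70% and -50%; inactive means maximum activity change above -50%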; further: on the % scale 0 is the no-effect control and ±100 the full control effect
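U2OS cells transduced with wild-type KCNH2 virus are loaded with FluxOr dye for 45 min, and thallium flux is measured in kinetic reads before and after stimulation buffer. Rate constants are normalized to DMSO controls.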
USP2a inh = USP2a (human) protease inhibition; Potency, µM (top dose mostly 38.3 µM), without a hit: top-dose activity change, negative = inhibition, hits mostly inhibitors; 330,000 compounds, 0.01% hits; AID 463254; USP2 core, Ub-CHOP2 coupled fluorogenic reporter, 485/531;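 further: potency means the concentration at half of the fitted maximal effect; plate controls were DMSO wells for no effect and full inhibition by NEM control for full effect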
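Cell-free coupled assay: 10nM USP2 core preincubated 30min RT with compound in Tris-HCl pH 8.0/CaCl2/CHAPS buffer, then 25nM Ub-CHOP2 and 25nM reporter substrate; fluorescence (Ex 485/Em 531) read after 60min RT, normalized to NEM inhibition, concentration-response curves fitted.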
B2AR arrestin = agonists driving beta-arrestin recruitment to human beta2-adrenergic receptor | P07550 | beta-arrestin recruitment to beta2AR, cell-based reporter | Potency, µM (series often up to 46.1 µM), without a hit: at the top dose activation, most hits filed as activators | 330,000 compounds, 0.02% hits | AID 492947;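 further: potency means the concentration at half of the fitted maximal effect; 0% = DMSO controls and full agonism = EC100 isoproterenol or metaproterenol; nearly all actives have a fitted effect of over 65% in size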
Target sequence (P07550 whole entry, looked up): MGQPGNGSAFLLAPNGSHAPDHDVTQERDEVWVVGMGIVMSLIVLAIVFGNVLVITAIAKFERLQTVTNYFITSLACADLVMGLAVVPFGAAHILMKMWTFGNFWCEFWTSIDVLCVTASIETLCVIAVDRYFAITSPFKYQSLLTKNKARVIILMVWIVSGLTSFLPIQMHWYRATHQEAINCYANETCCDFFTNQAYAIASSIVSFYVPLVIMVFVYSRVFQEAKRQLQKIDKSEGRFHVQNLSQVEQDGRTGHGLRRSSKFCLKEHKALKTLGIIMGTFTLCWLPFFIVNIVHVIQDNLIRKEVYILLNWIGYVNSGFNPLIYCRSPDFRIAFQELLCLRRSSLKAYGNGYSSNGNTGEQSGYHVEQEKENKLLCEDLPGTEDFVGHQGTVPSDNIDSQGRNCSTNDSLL
Active calls of the source: *; ? = inconclusive; . = no result given; & = joins results of further samples; [ ] = remark or other dose. Unless noted, the call rests on the fitted dose curve; in most records, active means well fitted curve in the direction sought with a large enough effect; inconclusive means small, poorly fitted or top-dose-only effect, or another doubt; inactive means no such curve, though single readings can be large; an effect the other way counts as inactive or inconclusive.

Each structure is followed by: GALK inhibitor, PKM2 activator, Coupling enz, Giardia killer, KCNH2 3.1 inh, CXXC DNA block, TRPV1 ag, Menin-MLL TR inh, KCNH2 WT inh, USP2a inh, B2AR arrestin
Cc1cccc(N2C(=O)N3[C@H](c4ccc(Br)cc4)[C@@H]4C(=O)N(C(C)(C)C)C(=O)[C@@H]4[C@]3(C)C2=O)c1
  ., -4%, 0, 16, 6, -2%, 1, 47%[activator], 12, -4%, -1.0%
CCn1c2ccccc2c2cc(NC(=O)c3ccc(Br)o3)ccc21
  0%, 21%, -6, 12, -6, 11%, ?, ?, -3, 3%, 0.1%
COc1ccc(C2C3C=CCC(c4cccc(-c5ccc(C)cc5)c4)C3C(=O)N2Cc2ccccc2)cc1Cl (stereo not given)
  4%, -1%, -2&3, 7&10, 0, -8%, -5, 7%, -11, 5%, -0.4%
O=C(NC1CCCCC1)c1cc(S(=O)(=O)N2CCN(c3ccccc3)CC2)ccc1Cl
  ., ., ., 2, -1, ., ., ., 0, 1%, -0.7%
COc1c2c(cc3c1C(CC(O)Cc1ccccc1)N(C)CC3)OCO2 (stereo not given)
  -3%, ., -3, -1, ?, 8%, 9, ?, 22, -1%, -0.2%
CCN(CC)c1nc2c(s1)C(=O)CC(C)(C)C2
  1%, 3%, -1, -13, -4, -13%, -2, 0%, -12, 0%, -0.9%
Cc1ccc(-n2ncc3c(Nc4c(C)n(C)n(-c5ccccc5)c4=O)ncnc32)c(C)c1
  0%, -2%, 0, 5, -3, 0%, 0, -7%, -23, -1%, -0.4%
Cc1ccc(S(=O)(=O)N2CCC(=O)N(CCOCc3cccc(Cl)c3)CC2)cc1
  ., 24%, 3, -18, 2, 5%, 3, 0%, 8, 0%, 0.3%
O=C(C[C@@H]1C/C=C\C[C@@H](Cc2ccc(F)cc2)C(=O)OCCNC1=O)N[C@H](CO)Cc1ccccc1
  ., ., ., -26, 24, ., ., ., -5, -2%, -0.7%
Cc1cccc(NC(=O)Cc2c(F)cccc2Cl)n1
  4%, -3%, 0, 1, -8, 2%, 4, -13%, -2, 1%, 0.1%
CN1CCN(C(=S)c2ccc(-c3cccc(Cl)c3Cl)o2)CC1
  ., 3%, 0, 1, -26, -2%, 12, -1%, 14, -1%, 0.1%
CC(C)C(=O)N1CCN(c2ccccc2NC(=S)NC(=O)/C=C/c2ccco2)CC1
  ., ., ., 15, 6, ., ., ., -10, 3%, -0.5%
N/C(=N\OC(=O)c1cc(Cl)ccc1Cl)c1ccncc1
  1%, 17%, 1, -12, -19, 1%, -1, ?, 8, 0%, -0.4%
CN1CCN(NC(=O)CN2C(=O)/C(=C/c3c(Cl)cccc3Cl)SC2=S)CC1
  -2%, 2%, 4, -12, -7, -1%, ., ., -4, 3%, -0.9%
COc1cccc(OC)c1C(=O)NCCOc1cc(C)cc(C)c1
  -3%, 2%[11.5 µM], 1, 6, 3, -5%, 1, -10%, -1, 0%, -0.4%
COCCCn1c(=N)c(C(=O)NCc2ccc3c(c2)OCO3)cc2c(=O)n3ccccc3nc21
  -1%, 0%, 2, 3, -33, 13%, 5, -10%, -19, 3%, 0.4%
Cc1c(C(=O)O)c2cc(O)ccc2n1-c1ccccc1
  -2%, 5%, 12, 11, 9, 0%, 1, 7%, 3, 0%, -0.1%
CC1c2ccccc2N(NC(=O)Cc2ccccc2)C1C (stereo not given)
  -1%, 2%, 6, -14, 10, -11%, 12, ., -5, 2%, 0.3%
COc1ccc(NC(=O)N(C2CCCCC2)C(C)c2ccco2)c(OC)c1 (stereo not given)
  -1%, 1%, 0, -15, 14, -2%, 2, -22%, 6, 2%, 0.1%
Cc1cccc(C)c1NC(=O)CN1CCN(C(=O)C2CCC2)CC1
  ., ., ., -7, -1, ., -1, ., 2, 0%, -0.3%
COc1cccc(Nc2nc(-c3cccs3)nc3ccccc23)c1
  3%, 2%, -1, -17, ., 2%, 22, ?, -6, 4%, 0.0%
CCOC(=O)N1CCN(C(c2ccc(Cl)cc2)c2sc3nc(C)nn3c2O)CC1 (stereo not given)
  2%, -10%, 9, 0, 30, -4%, -2, ., -4, 0%, 0.3%
CCNc1nc(NCC)nc(SCCOC(=O)COc2ccc(Cl)cc2Cl)n1
  3%, 6%, 1, -3, -39, 4%, 0, 9%, 7, -11%, 0.3%
Cc1ccccc1OCC(=O)OC(C)C(=O)NC1CCCC1 (stereo not given)
  ., ., ., 3, -3, ., 5, ., 8, -1%, -0.2%
CC1=NN(C(=O)c2ccc(Cn3nc(C)cc3C)o2)C(O)(C(F)(F)F)C1 (stereo not given)
  -3%, -5%, 7, -4, -2, 9%, 1, -2%, -18, 1%, 0.1%
CC(=O)N/N=C(\C)CC(=O)Nc1cccc2c1CCCC2
  5%, -4%, 0, -11, 16, -3%, 1, 2%, 2, 1%, -0.2%
Cc1cc(OCC(=O)Nc2ccc(CCO)cc2)c2c(C)c(C)c(=O)oc2c1
  -8%, ., 3, 8, -8, -3%, 21, 2%, -5, -3%, 0.0%
COC(=O)[C@]1(Cc2ccccc2)N[C@H](CN(C)C(=O)Nc2ccccc2)[C@@H]2C(=O)N(Cc3ccccc3)C(=O)[C@@H]21
  ., ., ., -3, -11, ., ., ., 2, -2%, -1.0%
CCOC(=O)C1(Cc2ccccc2C(F)(F)F)CCN(C2CCC2)CC1
  -4%, 0%, 2, -7, -1, -19%, 11, -4%, 13, 0%, 0.4%
O=[N+]([O-])c1ccc(N(CCO)Cc2ccccc2)c([N+](=O)[O-])c1
  0%, -1%, -2, -14, -17, -18%, 13, 25%, -4, -2%, 0.3%
CC(OC(=O)C1CC(=O)N(Cc2ccccc2)C1)C(=O)Nc1ccccc1[N+](=O)[O-] (stereo not given)
  ., ., ., 16, -1, ., 2, ., 0, -1%, -0.2%
N#Cc1ccccc1Cn1c(=O)n(Cc2ccc(C(=O)NCc3ccco3)cc2)c(=O)c2ccccc21
  2%, 7%, 4, 23, -2, -4%, 2, 30%[activator], 0, 3%, 0.2%
Clc1ccccc1CN1CCN(/N=C/C=C/c2ccco2)CC1
  -1%, 14%, 3, 21, 5, -11%, -9, ., 3, 2%, 0.8%
COc1ccc(NC(=O)c2ccccc2-c2ccccc2C(=O)O)cc1
  -3%, ., -1, 5, -9, -7%, 0, 16%, -8, 3%, 0.4%
CCOC(=O)c1nc(C)nc(Sc2n[nH]c(-c3ccc(C(C)(C)C)cc3)n2)c1C
  -5%, 0%, -2, -2, -25, -8%, -1, ., 3, 0%, -0.4%
c1ccc(-n2nnnc2Cc2nnnn2-c2ccccc2)cc1
  11%, 0%, 1, 9, 2, -1%, -2, -18%, 4, 4%, -0.1%
O=C(O)c1ccc(S(=O)(=O)N2CCSCC2)cc1
  4%, -3%, -6, -14, 7, 4%, -2, 5%, 9, -2%, -0.3%
COc1ccc(NC(=O)CSc2nnc(C3CC3)n2-c2ccccc2)cc1
  -1%, 2%, 5, 24, 18, 12%, -3, -19%, -1, 4%, 0.1%
CCc1cccc(N(C(=O)c2csnn2)C(C(=O)NC2CCCCC2)c2ccncc2)c1 (stereo not given)
  0%, ., -3, -13, -4, 16%, -5, ?, 2, 0%, -0.6%
Nc1nc(Nc2cccc(C(F)(F)F)c2)nc(C(F)(F)F)n1
  4%, 1%, -3, -7, -10, 4%, 10, 24%, -7, 1%, 0.0%
Cc1ccc(C(=O)Nc2nnc(CC(=O)N/N=C/c3ccncc3)s2)cc1
  16%, -12%, 4, -19, 2, 13%, 3, 7%, ., -2%, -0.2%
Cc1cc(C)c(S(=O)(=O)N2CCOC2CNC(=O)C(=O)NCCN(C)C)c(C)c1 (stereo not given)
  -3%, 0%, ., -5, 6, ?, 2, ., 2, 0%, -0.2%
COCCN1C(=O)N[C@@H](c2ccccc2)[C@H](C(C)=O)[C@H]1C
  ., -11%[11.5 µM], 0, 35[activator], 23, ., ., -1%[11.7 µM], -10, ., .
Cc1c(Nc2nc(C(F)(F)F)nc3ccccc23)c(=O)n(-c2ccccc2)n1C
  1%, -3%, 7, 2, 3, -4%, -2, -14%, 13, 5%, 0.2%

A portion of the library, so the mix of outcomes need not match the whole.
